Screening data as filed in PubChem BioAssay.
A549 tox – kills or reduces viability of A549 cells in Nrf2 counter-screen; A549 ARE-Fluc cells, CellTiter-Fluor viability, 18-24 h; Potency, µM (top dose mostly 46 µM), for inactives: at the top dose activity change, negative = cytotoxicity, actives largely listed as inhibitors; 390,000 compounds, 0.16% hits; also: potency is read from the fitted curve at half-maximal effect; % is scaled to controls: 0 for no effect and ±100 for the full control effect
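Cytotoxicity counterscreen: CellTiter-Fluor fluorescence was measured in A549 ARE_Fluc cells after 18-24 h of compound exposure in a concentration series. The subsequent BugLite luminescent read reports ARE-luciferase activity.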
ATXN viability – viability counter-screen for ATXN expression inhibitors; Potency, µM (series often up to 56.7 µM), actives largely listed as cytotoxic; S2 cells (HEK-293 line with an ATXN2-luciferase reporter) viability, CellTiter-Fluor protease fluorescence, 24 h; AID 651635; 400,000 compounds, 0.49% hits; also: potency is read from the fitted curve at half-maximal effect; nearly all actives have a fitted effect of over 40% in size
Nrf2 activator – activators of Nrf2 (ARE) signaling; AREc32 ARE-luciferase reporter (MCF7-derived line), luminescence, 24 h; Potency, µM (top dose mostly 46.1 µM), for inactives: top-dose activation, actives largely listed as activators; 410,000 compounds, 0.31% hits; also: potency is read from the fitted curve at half-maximal effect; % of control where 0% means no effect; nearly all actives have a fitted effect of over 65% in size
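Quantitative high-throughput format: AREc32 reporter cells, 1000 per well, received compound by pin transfer and were incubated 24 hr at 37 deg C, 5% CO2, before Steady-Glo luminescence detection.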
HepG2 tox – kills HepG2 cells in TGF-b inhibitor counter-screen; HepG2 CAGA-GFP viability, ATP luminescence, 18 h; Potency, µM (titrated, usually from 46.1 µM), inactives show top-dose activity change, negative = cytotoxicity, actives largely listed as cytotoxic; 410,000 compounds, 0.76% hits; AID 588856; also: potency is read from the fitted curve at half-maximal effect; some results filed as inactive show a strong effect at the top dose
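HepG2 CAGA-GFP cells (1000/well, DMEM with 1% FBS) received compound, then TGF-beta at 500 pg/mL final, and were incubated 18 hours at 37 degrees C. Viability was read by CellTiter-Glo luminescence. Media-only wells were set as complete cell-killing and DMSO as no toxicity.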
TGFb SMAD3 inh – blocks TGF-b signaling; Potency, µM (titrated, usually from 46.1 µM), for inactives: at the highest dose activity, negative = inhibition, most hits filed as inhibitors; 410,000 compounds, 1.2% hits; HepG2 CAGA-GFP TGF-b/SMAD3 reporter, GFP fluorescence, 18 h; TGF-beta stimulated, 500 pg/mL final; also: potency is read from the fitted curve at half-maximal effect; % is scaled to controls: 0 for no effect and ±100 for the full control effect; nearly all actives have a fitted effect of over 65% in size
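Inhibition was scored as loss of TGF-beta-induced (500 pg/mL final, 18 hours, 37 degrees C) GFP in HEPG2 cells carrying a CAGA-GFP reporter, in DMEM with 1% FBS. Well GFP was summed per cell; Activity was normalised to unstimulated and stimulated DMSO wells, then concentration-response fitting.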
IL2 activator – activates IL-2 in a cell-based reporter assay | 360,000 compounds, 0.065% hits | activation, % (series mostly up to about 46 µM) | AID 652025 | IL-2 activation reporter assay, cell-based qHTS; stimulated with anti-CD3/CD4/CD28 beads; in transgenic mouse T cells; in the data active = activation above about 50%; inconclusive = mostly about 30% to 49%; also: 0% is about no effect
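First, unstimulated transgenic mouse T cells were exposed to compound for 60 min. Next, anti-CD3/anti-CD4-coated beads with anti-CD28 were added. Finally, after 18 h at 37 degrees C, EGFP and DsRed were imaged.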
ATXN2 expr inh – reduces ATXN2 reporter expression in HEK-293 cells; HEK-293 ATXN2-luciferase reporter, luminescence, 24 h; Potency, µM (top dose mostly 57 µM), for inactives: at the highest dose activity change, negative = inhibition, actives largely listed as inhibitors; 360,000 compounds, 0.72% hits; also: potency is read from the fitted curve at half-maximal effect; % is scaled to controls: 0 for no effect and ±100 for the full control effect; nearly all actives have a fitted effect of over 55% in size
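qHTS (up to 57 uM final) was run with 24 h compound exposure of reporter cells at 37 °C. Each well was multiplexed: SteadyGlo luminescence measured ATXN2-luciferase expression after a fluorogenic Gly-Phe-AFC viability readout (25 uM final).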
Nrf2 block – Nrf2 pathway inhibition. A549 ARE-Fluc reporter, luciferase luminescence, 18-24 h. 360,000 compounds, 2.1% hits. Potency, µM (series often up to 46 µM), inactives show top-dose activity change, negative = inhibition, most hits filed as inhibitors; also: potency is read from the fitted curve at half-maximal effect; % is scaled to controls: 0 for no effect and ±100 for the full control effect; nearly all actives have a fitted effect of over 60% in size
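Two sequential reads on A549 ARE_Fluc cells exposed to compound for 18-24 h: a CellTiter-Fluor fluorescence read for viability, then a luciferase luminescence read for Nrf2/ARE activity.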
EPAC2 agonist – EPAC2 (human) agonism. Q8WZA2. EPAC2 activation, biochemical qHTS; response scale: 100% = 6.5 mM cAMP response. Potency, µM (highest dose often 154 µM), inactives show top-dose activation, usual class: activators. 360,000 compounds, 0.079% hits; also: potency is read from the fitted curve at half-maximal effect; nearly all actives have a fitted effect of over 50% in size
Target sequence (Q8WZA2 whole entry, looked up): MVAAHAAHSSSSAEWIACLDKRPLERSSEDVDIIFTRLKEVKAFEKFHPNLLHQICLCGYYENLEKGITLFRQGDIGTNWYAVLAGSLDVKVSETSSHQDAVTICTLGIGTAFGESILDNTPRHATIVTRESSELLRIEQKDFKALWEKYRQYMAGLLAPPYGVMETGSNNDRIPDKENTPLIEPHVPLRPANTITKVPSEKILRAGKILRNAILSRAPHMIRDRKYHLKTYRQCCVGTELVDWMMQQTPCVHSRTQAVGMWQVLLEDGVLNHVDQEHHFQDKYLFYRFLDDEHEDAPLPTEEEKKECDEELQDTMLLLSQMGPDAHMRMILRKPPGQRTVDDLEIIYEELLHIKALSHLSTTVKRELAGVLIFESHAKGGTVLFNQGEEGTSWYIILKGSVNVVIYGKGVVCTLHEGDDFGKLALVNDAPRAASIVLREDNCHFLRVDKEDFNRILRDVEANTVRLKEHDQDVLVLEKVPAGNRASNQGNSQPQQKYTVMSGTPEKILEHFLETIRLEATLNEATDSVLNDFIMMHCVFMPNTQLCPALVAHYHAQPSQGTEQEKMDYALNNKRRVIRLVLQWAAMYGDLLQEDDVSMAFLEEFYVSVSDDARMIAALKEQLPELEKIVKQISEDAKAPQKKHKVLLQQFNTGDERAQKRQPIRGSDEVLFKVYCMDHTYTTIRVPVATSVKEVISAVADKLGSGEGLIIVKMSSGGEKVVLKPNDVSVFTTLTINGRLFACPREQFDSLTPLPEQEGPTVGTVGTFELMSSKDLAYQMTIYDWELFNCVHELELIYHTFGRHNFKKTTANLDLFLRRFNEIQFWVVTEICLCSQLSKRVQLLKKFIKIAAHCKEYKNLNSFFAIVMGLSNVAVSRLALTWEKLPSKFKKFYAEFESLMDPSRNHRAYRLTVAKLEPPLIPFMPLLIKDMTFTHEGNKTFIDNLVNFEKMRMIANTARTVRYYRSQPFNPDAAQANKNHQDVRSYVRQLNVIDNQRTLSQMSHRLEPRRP
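Compounds were added across a concentration range to EPAC2 (100 nM), RAP1B-BODIPY-GDP (250 nM) and GDP (50 uM). After 5 min at room temperature, fluorescence was recorded at 5-min intervals for 30 min.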
Active calls of the source: *; i = inactive; ? = inconclusive; . = not tested or not shown; [ ] = remark or other dose. Unless noted, calls follow the shape of the dose curve; as a rule, active = well fitted curve in the direction sought with a large enough effect; inconclusive = small, poorly fitted or top-dose-only effect, or another doubt; inactive = no such curve, though single readings can be large; an effect the other way counts as inactive or inconclusive.

The line under a structure holds: A549 tox, ATXN viability, Nrf2 activator, HepG2 tox, TGFb SMAD3 inh, IL2 activator, ATXN2 expr inh, Nrf2 block, EPAC2 agonist
CCNC(=O)CSc1nnc(-c2ccc(OC)cc2)n1CC(C)C
 : 2%, i, 0.1%, 4%, -19%, -2.3, -2%, 9%, -1%
CC(C)(C)c1ccc(OCCSc2nc3ccccc3n2CC(=O)O)cc1
 : 1%, i, 0.3%, -22%, -7%, 1.0, ., ?, -4%
COc1cccc(NC(=O)CNC(=O)c2ccc(F)cc2)c1
 : -11%, i, 2.3%, -8%, -12%, -2.3, 1%, 9%, -2%
CC(C)CCn1c(SCc2ccc(F)cc2Cl)nc2ccsc2c1=O
 : 2%, ., 0.6%, -1%, 0%, ., ., ., .
Cc1cc(NC(=O)CN2C(=O)NC(c3ccccc3)(c3ccc(C)c(C)c3)C2=O)no1 (stereo not given)
 : 0%, i, 3.7%, -22%, -26%, 0.3, ., 2%, 22%
Cc1ccc(-n2cnnn2)c2cccnc12
 : 0%[1.84 µM], i, -0.6%, -5%, 3%, -2.0, -1%, -6%, 9%
CC(=O)N=C1SC2CS(=O)(=O)CC2N1c1cccc(Cl)c1Cl (stereo not given)
 : -2%, i, 0.3%, 7%, 0%, -0.6, -1%, ., -9%
C#CCn1c(=NC(=O)c2ccco2)sc2cccc(Cl)c21
 : -3%, ?, 4µM*, 12%, -10%, -3.0, 1%, 5%, 3%
COCCCn1c(SCC(=O)NC(C)C)nnc1-c1ccccc1
 : -5%, i, 1.3%, -26%, 1%, 0.3, 1%, ?, 7%
COc1ccc(C=O)cc1OC1C=CCCC1 (stereo not given)
 : 3%, i, 0.3%, -9%, -5%, 0.5, ., 6%, -6%
CCN(CC)CCN(C(=O)c1ccc([N+](=O)[O-])cc1)c1nc2ccc(OC)cc2s1
 : ?, i, 2.7%, 3%, -3%, 0.3, ., 27%, 2%
CCOc1ccccc1N(C(C)=O)S(=O)(=O)c1ccc(Cl)cc1
 : 0%, ., -0.2%, 2%, 3%, -0.6, 5%, -5%, 7%
COc1ccc(NS(=O)(=O)c2cn(C)cn2)cc1OC
 : 3%, i, 0.6%, -13%, -11%, 0.9, ., -7%, 7%
COc1ccccc1CNC(=O)CSc1nc2nc(C)c(Cc3ccccc3C)c(C)n2n1
 : 2%, i, 2.8%, -27%, -7%, ., -35%, 27%[9.27 µM], .
CC(C)C[C@H](NC(=O)[C@@H]1Cc2ccccc2CN1C(=O)OC(C)(C)C)C(=O)NCC1CCC(C(=O)O)CC1 (stereo not given in full)
 : -1%, i, 0.0%, -2%, 2%, 1.3, -14%, 5%, 1%
COc1ccccc1CNC(=O)COC(=O)Cn1cnc2c1c(=O)n(C)c(=O)n2C
 : ., i, -1.2%, -1%, -2%, -2.1, ., ., 4%
COCCNC(=O)c1cccc(Nc2nc3ccccc3n3nnnc23)c1
 : 1%, ., 5.7%, -22%, -8%, ., ., ., .
COc1ccc2c(c1)CCc1c(C(=O)NCc3ccc(F)cc3)noc1-2
 : 0%, i, -0.6%, 4%, 4%, -0.2, -16%, -26%, 8%
COCCn1nnnc1CN1CCSCC1
 : -6%, i, 0.6%, -16%, 17%, 0.2, -27%, 4%, 3%
COc1ccc(Cl)cc1NC(=O)CN(C)CC(=O)Nc1ccccc1C(F)(F)F
 : -1%, i, 0.0%, 19%, -17%, 4.2, -10%, -12%, 3%

The closing 5 compounds of the section before open the next one:
The line under a structure holds: A549 tox, ATXN viability, Nrf2 activator, HepG2 tox, TGFb SMAD3 inh, IL2 activator, ATXN2 expr inh, Nrf2 block, EPAC2 agonist
COc1ccccc1CNC(=O)COC(=O)Cn1cnc2c1c(=O)n(C)c(=O)n2C
 : ., i, -1.2%, -1%, -2%, -2.1, ., ., 4%
COCCNC(=O)c1cccc(Nc2nc3ccccc3n3nnnc23)c1
 : 1%, ., 5.7%, -22%, -8%, ., ., ., .
COc1ccc2c(c1)CCc1c(C(=O)NCc3ccc(F)cc3)noc1-2
 : 0%, i, -0.6%, 4%, 4%, -0.2, -16%, -26%, 8%
COCCn1nnnc1CN1CCSCC1
 : -6%, i, 0.6%, -16%, 17%, 0.2, -27%, 4%, 3%
COc1ccc(Cl)cc1NC(=O)CN(C)CC(=O)Nc1ccccc1C(F)(F)F
 : -1%, i, 0.0%, 19%, -17%, 4.2, -10%, -12%, 3%
Cc1cccc(-n2c(=O)cc(N3CCN(c4ccc(F)cc4)CC3)[nH]c2=O)c1
 : -5%, i, -0.4%, 5%, 8%, 2.7, 13%, 19%, -6%
CCN(c1ccccc1)S(=O)(=O)c1ccc(N)c(OC)c1
 : -13%, i, 1.1%, -13%, 2%, 1.4, -21%, -16%, -1%
CC(=O)OCc1nc2sc(C)c(C)c2c(=O)[nH]1
 : -4%, i, -0.1%, 0%, -7%, 1.0, -3%, -24%, -9%
O=C(N/N=C/c1ccc(F)cc1)c1cc(-c2ccccn2)nc2ccccc12
 : -2%, i, 1.7%, -2%, 3%, -1.7, 2%, -10%, -2%
Cc1sc2ncn(CC(=O)NCCCC(=O)N3CCCCC3)c(=O)c2c1C
 : 1%, i, -0.1%, -5%, -2%, 4.0, 0%, -4%, 8%
Cc1ccccc1C(=O)Nc1ccc(S(=O)(=O)Nc2onc(C)c2C)cc1
 : 0%, i, 0.2%, 12%, 6%, -1.1, 12%, ?, 0%
CCOc1ccc(NS(=O)(=O)c2ccc(-c3coc(C)n3)cc2)cc1
 : 2%, i, 0.5%, -2%, 13%, 0.5, 14%, -13%, 13%
CN1CCN(C(=O)c2ccccc2Nc2ccc(SC(F)F)cc2)CC1
 : 3%, i, -0.4%, -16%, -9%, -1.4, ., 7%, 8%
N#CC1=C(N)SC(C(=O)c2ccccc2)C1c1cccs1 (stereo not given)
 : 0%, i, 3.1%, -17%, -8%, 0.7, -5%, -3%, 17%
CC(C)(C)c1ccc(C(=O)NNC(=O)c2cccc(-n3cnnn3)c2)cc1
 : -6%, i, 0.6%, -1%, 8%, -0.1, 3%, 5%, 9%
c1ccc(-c2nnc3ccc(N4CCCC4)nn23)cc1
 : 5%, i, 0.9%, -26%, -17%, -0.6, -15%, ?, 1%
O=C(NCc1ccccc1)c1cccc(NC(=O)c2ccccc2)c1
 : 4%, ?, 4.3%, -25%, -2%, -0.3, ?, -18%, 16%
COc1ccccc1-c1cc(NC(C)=O)c2ncc(-c3cccc(C(F)(F)F)c3)n2c1
 : ., ?, -1.6%, 16µM*, ?, -0.5, -33%, ., -10%
CCCOc1ccc(C(=O)NCc2ccco2)cc1
 : 6%, i, 2.1%, -17%, 7%, 0.0, 36%[activator], ?, 5%
CCn1c(-c2cccc(S(=O)(=O)N3CCCC3)c2)n[nH]c1=S
 : 0%, ?, 0.0%, 8%, 4%, 0.8, ., 13%, 5%
Cc1nc(S/C(=C\c2ccc(OCc3ccccc3Cl)cc2)C(=O)O)n[nH]1
 : -14%, i, 0.0%, 0%, -10%, 0.0, 5%, -29%, -4%
COc1cc(NC(=O)CSc2nccn2C)cc(OC)c1OC
 : 5%, i, 0.6%, -12%, -1%, ., 10%, 24%, .
CCN(Cc1ccccc1)S(=O)(=O)c1ccc(C(=O)N(CCCN(C)C)c2nc3cc(OC)ccc3s2)cc1
 : -16%, ?, 4.8%, 22µM*, ?, -2.2, ?, -15%, 4%
CSc1nc(N)nc2c1ncn2CC(=O)N[C@H](CO)Cc1c[nH]c2ccccc12
 : 1%, i, -0.5%, -4%, -5%, 0.0, -6%, 15%, 4%
CCNc1nc(NCC)n2c(SCC(=O)Nc3ccccc3OC(F)F)nnc2n1
 : -2%, i, -0.2%, -20%, 8%, -4.4, -7%, -9%, -1%
O=C(Nc1nccs1)C1CCN(S(=O)(=O)c2ccc(Cl)c(C(F)(F)F)c2)CC1
 : -2%, i, -0.9%, -17%, 4%, -0.4, -6%, -23%, -14%
COc1ccc(/C=C/C(=O)OCC(=O)NCc2ccccc2)cc1OC
 : 1%, i, -0.2%, 8%, 8%, 1.2, -23%, 16%, 9%
O=C(COc1ccccc1)Nc1nnc(SCc2cc(=O)c3ccccc3[nH]2)s1
 : -7%, i, 0.5%, -13%, -21%, ., -7%, ., .
O=C(CSc1nc2ccccc2c(=O)n1CC1CCCCC1)N1CCOCC1
 : -3%, i, -0.1%, -6%, ?, -0.1, -7%, -18%, 13%
CCCC(=O)Nc1ccc(C(=O)O)cc1NC(=O)CCC
 : -9%, i, 0.3%, 6%, -1%, -0.1, -2%, -14%, -4%

Another view of part of the listing above:
smiles,A549 tox,ATXN viability,Nrf2 activator,HepG2 tox,TGFb SMAD3 inh,IL2 activator,ATXN2 expr inh,Nrf2 block,EPAC2 agonist
O=C(COc1ccccc1)Nc1nnc(SCc2cc(=O)c3ccccc3[nH]2)s1,-7%,i,0.5%,-13%,-21%,.,-7%,.,.
CCCC(=O)Nc1ccc(C(=O)O)cc1NC(=O)CCC,-9%,i,0.3%,6%,-1%,-0.1,-2%,-14%,-4%
O=C(CSc1nc2ccccc2c(=O)n1CC1CCCCC1)N1CCOCC1,-3%,i,-0.1%,-6%,?,-0.1,-7%,-18%,13%
